PAFAH1B2 FP inh: blocks human PAF acetylhydrolase 1b catalytic subunit 2. P68402. recombinant PAFAH1B2, FP-rhodamine activity probe, fluorescence polarization. inhibition, % at 3.39 µM. 340,000 tested, 1.2% active. AID 492953;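 active = inhibition above the mean of all tested compounds plus 3 SD, cut at about 24% in these data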;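 also: 0% = enzyme with DMSO and 100% = wells lacking PAFAH1B2; many of its hits are not listed in these tables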
Target sequence (P68402 whole entry, looked up): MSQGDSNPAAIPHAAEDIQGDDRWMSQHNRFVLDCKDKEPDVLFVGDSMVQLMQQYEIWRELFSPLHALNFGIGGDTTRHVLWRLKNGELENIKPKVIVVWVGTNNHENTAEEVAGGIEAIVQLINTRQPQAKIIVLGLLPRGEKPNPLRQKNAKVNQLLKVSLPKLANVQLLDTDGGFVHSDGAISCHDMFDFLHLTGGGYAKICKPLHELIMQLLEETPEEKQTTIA
PAFAH2 inh: inhibitors of human PAFAH2; Q99487; recombinant PAFAH2, FP-rhodamine activity probe, fluorescence polarization; inhibition, % at 3.39 µM; 340,000 tested, 0.99% active; AID 492956;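 active = inhibition above the mean over all tested compounds plus 3 SD, cut at about 30% in these data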;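 also: inhibitors block probe labeling of enzyme so polarization drops; 0% = enzyme with DMSO and 100% = wells lacking PAFAH2 protein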
PAFAH1B3 FP inh: PAFAH1B3 (human) inhibition | recombinant PAFAH1B3, FP-rhodamine probe, fluorescence polarization | inhibition, % at 3.39 µM | AID 492972 | Q15102 | 340,000 tested, 0.28% active;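 active = inhibition above the screen-wide average of all tested compounds plus 3 SD, cut at about 25% in these data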;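 also: 0% = enzyme with DMSO only and 100% = wells lacking PAFAH1B3 protein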
Target sequence (Q15102 whole entry, looked up): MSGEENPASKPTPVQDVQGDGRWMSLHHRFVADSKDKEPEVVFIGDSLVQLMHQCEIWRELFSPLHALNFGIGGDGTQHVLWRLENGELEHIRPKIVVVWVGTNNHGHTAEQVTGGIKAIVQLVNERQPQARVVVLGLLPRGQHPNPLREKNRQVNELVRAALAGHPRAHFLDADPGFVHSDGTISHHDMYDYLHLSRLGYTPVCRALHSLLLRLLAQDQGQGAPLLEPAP
LYPLA2 counter: counter-screen for PME1 inhibitors: inhibitors of human LYPLA2; O95372; recombinant LYPLA2, FP-Rh probe fluorescence polarization; inhibition, % at 5.9 µM; 320,000 tested, 0.38% active;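 active = inhibition above the screen-wide mean plus 3 SD, limit set per campaign, cut at about 26% in these data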;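 also: 0% = LYPLA2 with DMSO and 100% = wells lacking LYPLA2 enzyme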
Target sequence (O95372 whole entry, looked up): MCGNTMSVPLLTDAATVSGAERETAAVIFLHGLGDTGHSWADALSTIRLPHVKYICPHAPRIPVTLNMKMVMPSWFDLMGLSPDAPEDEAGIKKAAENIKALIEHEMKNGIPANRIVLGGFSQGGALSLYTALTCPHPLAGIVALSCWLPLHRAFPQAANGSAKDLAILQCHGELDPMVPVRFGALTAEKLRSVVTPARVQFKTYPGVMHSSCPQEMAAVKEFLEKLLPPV
EBNA-1 inhibitor: blocks EBNA-1 binding to DNA; EBNA-1 DNA binding, fluorescence polarization; 300,000 tested, 0.34% active; inhibition, % at 14.8 µM; in the data active = inhibition above about 28%
LYPLA1 counter: counter-screen for PME1 inhibitors: inhibitors of human LYPLA1. O75608. recombinant LYPLA1, FP-Rh probe fluorescence polarization. inhibition, % at 5.9 µM. 320,000 tested, 0.16% active. AID 2174;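 active = inhibition above the mean of all tested compounds plus 3 SD, set per campaign, cut at about 14% in these data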;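 also: inhibitors block serine hydrolase probe labeling of LYPLA1 so polarization falls; 0% = enzyme with DMSO and 100% = wells lacking LYPLA1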
Target sequence (O75608 whole entry, looked up): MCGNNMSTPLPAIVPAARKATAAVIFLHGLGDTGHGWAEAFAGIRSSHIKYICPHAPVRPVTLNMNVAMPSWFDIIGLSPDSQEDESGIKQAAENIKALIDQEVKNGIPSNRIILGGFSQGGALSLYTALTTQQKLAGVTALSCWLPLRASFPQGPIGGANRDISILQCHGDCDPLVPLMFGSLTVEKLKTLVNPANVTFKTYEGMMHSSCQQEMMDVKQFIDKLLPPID
PREPL inhibitor: inhibitors of human prolyl oligopeptidase-like enzyme PREPL | inhibition, % at 5.96 µM | 320,000 tested, 0.68% active | recombinant PREPL, fluorescence polarization activity-based probe | Q4J6C6; in the data active = inhibition above about 43%;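 also: 0% = enzyme with DMSO and 100% = wells lacking enzyme; many of its hits are not listed in these tables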
ZTA DNA inh: counter-screen for EBNA-1 inhibitors: inhibitors of Epstein-Barr virus ZTA; AID 2234; inhibition, % at 11 µM; ZTA-DNA binding, fluorescence polarization; P03206; 320,000 tested, 0.15% active; in the data active = inhibition above about 33%
pPAFAH FP inh: inhibitors of human plasma PAF acetylhydrolase (pPAFAH); recombinant pPAFAH, FP-rhodamine probe fluorescence polarization; inhibition, % at 3.39 µM; 330,000 tested, 1.5% active;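 active = inhibition above the mean inhibition across the screen plus 3 SD, cut at about 25% in these data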;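 also: inhibitors block binding of the rhodamine activity-based probe so polarization drops; 0% = enzyme with DMSO and 100% = wells lacking pPAFAH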
* = called active by the depositor; x = not tested or not shown. Only part of the results is shown; count on the stated rates, not on these rows.

The opening 4 records (preview)
SMILES	PAFAH1B2 FP inh	PAFAH2 inh	PAFAH1B3 FP inh	LYPLA2 counter	EBNA-1 inhibitor	LYPLA1 counter	PREPL inhibitor	ZTA DNA inh	pPAFAH FP inh
CC(C)C[C@@H](COc1ccccc1)N1CCN(C)CCC1=O	3	-2	7	3	-2	-1	-3	-22	3
CC(/C=N\NC(=O)c1cc(C)oc1C)=C\c1ccccc1	1	-7	-1	-2	-5	-3	-8	18	-1
O=C(CSc1nc2ccccc2c(=O)n1Cc1ccco1)NCCN1C(=O)CSC1=O	2	2	3	1	-2	-2	-8	17	2
CN(CCC#N)CC(=O)Nc1ccc(NC(=O)CN(C)CCC#N)cc1	9	3	0	0	1	0	21	-8	2

The list itself, previewed entries included:
SMILES	PAFAH1B2 FP inh	PAFAH2 inh	PAFAH1B3 FP inh	LYPLA2 counter	EBNA-1 inhibitor	LYPLA1 counter	PREPL inhibitor	ZTA DNA inh	pPAFAH FP inh
CC(C)C[C@@H](COc1ccccc1)N1CCN(C)CCC1=O	3	-2	7	3	-2	-1	-3	-22	3
CC(/C=N\NC(=O)c1cc(C)oc1C)=C\c1ccccc1	1	-7	-1	-2	-5	-3	-8	18	-1
O=C(CSc1nc2ccccc2c(=O)n1Cc1ccco1)NCCN1C(=O)CSC1=O	2	2	3	1	-2	-2	-8	17	2
CN(CCC#N)CC(=O)Nc1ccc(NC(=O)CN(C)CCC#N)cc1	9	3	0	0	1	0	21	-8	2
CC1CCN(S(=O)(=O)c2cccc(C(=O)Nc3nncs3)c2)CC1	26*	5	6	0	1	-4	1	7	-2
COc1cc(CC(NC(C)=O)C(=O)NC2CCN(S(=O)(=O)c3ccc(NC(C)=O)cc3)CC2)cc(OC)c1 (centres undefined)	-1	2	3	-2	-15	-1	2	-6	-1
Cc1ccc(NC(=O)COC(=O)CN2CCCCCC2=O)cc1C	-2	-7	-8	-1	x	2	1	-3	-2
COc1cc(NS(=O)(=O)c2ccc(NC(=O)COc3ccccc3Cl)cc2)nc(OC)n1	x	x	x	-1	2	-7	7	13	-2
CN(CC(=O)Nn1cnnc1)S(=O)(=O)c1cc(Cl)ccc1Cl	-1	15	4	3	-4	-4	9	9	1
Clc1ccc(-n2nnc(-c3cccnc3)n2)cc1Cl	-10	0	8	7	7	-4	-1	-7	1
COc1ccc(CCNC(=O)CCN2C(=O)[C@@H]3Cc4ccccc4CN3C2=O)cc1	4	1	2	7	-1	2	-5	-27	7
O=c1c2c(ncn1CCO)nc1n2CCC1	6	6	-1	-4	2	-1	-7	-4	3
COc1ccc(CCn2c(=O)[nH]c3cc(C(=O)N4CCN(c5ccccc5)CC4)ccc3c2=O)cc1OC	-1	-1	4	6	1	-1	14	11	1
COc1ccc(NC(=O)CSc2nnc(C(C)C)n2N)cc1	2	11	0	3	-2	-1	8	-3	2
COc1ccccc1C(=O)NC(=O)CSc1nnc2ccccn12	1	-1	20	x	x	x	7	x	2
COC(=O)CCNC(=O)c1ccc2nc(Cc3ccc(OC)c(OC)c3)oc2c1	-1	0	-4	-2	-3	-2	-3	3	3
Cc1c(NC(=O)/C(C#N)=C/c2c(N3CCCCC3)nc3ccccn3c2=O)c(=O)n(-c2ccccc2)n1C	3	3	0	9	0	1	7	11	8
CCCCn1c(N)c(N(CC(C)C)C(=O)CCNC(=O)c2ccccc2Cl)c(=O)[nH]c1=O	4	-3	4	1	-9	3	17	11	2
COc1ccc(N2CCN(CC(=O)Nc3nc(C)cs3)CC2)cc1	7	4	5	-3	-6	4	11	-11	-2
O=C(CSc1nnc(-c2ccc(OC(F)F)cc2)o1)NC(=O)NCc1ccco1	0	2	9	-6	5	-2	-3	-1	0
CCOc1ccc(NC(=S)N2CCC(N(C)CCN3CCOCC3)CC2)cc1	0	-1	-2	-9	-9	0	3	-2	-9
CCn1ccnc1CN(C)Cc1cn(-c2cccc(C)c2)nc1-c1cccc(F)c1	3	5	-5	-1	-12	-1	3	-6	-2
CN(C)C(CNC(=O)c1ccc(NC(=O)CC#N)cc1)c1ccccc1 (centres undefined)	1	-11	2	-16	-12	-9	12	-6	2
CCOc1ccccc1N1CCN(S(=O)(=O)c2cccc3nsnc23)CC1	-3	3	9	4	-3	2	7	14	1
COc1ccccc1N(CC(=O)NCC1CCCO1)C(=O)CNS(=O)(=O)c1ccccc1 (centres undefined)	-1	1	4	6	1	0	12	4	4
CC(C)CCn1cnc2c(NCc3ccccc3)ncnc21	5	2	6	0	3	1	4	9	4
COc1ccc(N/C(=C(/C(Cl)=C(Cl)Cl)[N+](=O)[O-])n2nnc3ccccc32)cc1	x	x	x	3	4	2	5	24	4
COc1ccc(C)cc1-n1nnnc1SCC(=O)NC1CC1	-2	3	2	-2	x	-3	3	2	1
COc1ccccc1-c1nc(S(=O)(=O)c2ccccc2)c(N2CCOCC2)o1	1	2	1	4	1	-2	4	6	-1
O=C(NC1CCS(=O)(=O)C1)/C(=C/c1ccco1)NC(=O)c1ccccc1 (centres undefined)	4	-1	-6	-2	-14	1	11	-8	2
CSC1=NC2(C[C@H]2c2ccccc2)C(=O)N1C (some centres undefined)	8	8	12	5	0	3	12	-17	4
CCN(CCO)c1ncnc2c1sc1nc(C(C)C)c3c(c12)CC(C)(C)OC3	1	-1	2	-3	5	-3	-11	4	5
COc1cccc(CN(C)C(=O)[C@@H](NC(=O)c2ccc(C)cc2)C(C)C)c1	4	8	5	1	-5	1	9	1	4
O=C(c1ccc2c(=O)n(CCc3ccccc3)c(=O)[nH]c2c1)N1CCN(c2ccccc2)CC1	4	-13	-2	-4	-1	-2	13	-6	5
Cc1ccccc1C(=O)N1CCN(c2ccc(NC(=O)c3ccccc3[N+](=O)[O-])cc2)CC1	2	-1	5	7	3	2	-4	-3	5
CC(NC(=O)COC(=O)c1cc([N+](=O)[O-])ccc1N1CCOCC1)c1ccc(F)cc1 (centres undefined)	12	6	0	2	0	-1	-2	18	8
Cc1ccc(C)c(S(=O)(=O)c2c(C)cc(C)[nH]c2=O)c1	6	1	-10	1	-3	3	-1	-11	8
Cc1ccnc(Sc2ccc([N+](=O)[O-])cc2[N+](=O)[O-])n1	1	5	4	1	-1	-3	-1	-2	1
O=C(NCC1CCCO1)c1cccc(Oc2c(Cl)cccc2[N+](=O)[O-])c1 (centres undefined)	-2	4	-4	5	-1	-3	3	-8	4
COc1ccc(C(=O)C2CCCN(C(=O)c3ccc4nccnc4c3)C2)c(C)c1 (centres undefined)	2	3	0	5	1	5	13	-15	7
O=C(CSc1n[nH]c(-c2ccccc2F)n1)Nc1cc(F)ccc1F	8	0	13	0	x	-1	5	-9	-3
COCCN(C(=O)CSc1ncccn1)c1c(N)n(Cc2ccccc2)c(=O)[nH]c1=O	5	0	0	-1	-6	0	9	-4	2
OCC1CCCCN1CCNCc1cn[nH]c1-c1cccc2ccccc12 (centres undefined)	-2	-5	-4	1	-14	2	44*	2	0
N=c1ccn(Cc2ccc(Cl)cc2Cl)cc1	9	2	7	-1	12	0	2	10	6
O=C(Nc1ccc(-c2ccc(N3CCCCC3)nn2)cc1)c1ccco1	-3	6	6	0	10	-3	12	-6	6
CCCCc1nc2cc(C(=O)N(C)C3CCOCC3)ccc2o1	-3	-2	1	9	9	1	19	-1	0
Cc1ccc(/C=C(\C#N)C(=O)Nc2cccc3ncccc23)o1	2	-3	2	2	-3	-3	6	1	22
O=C(N/N=C/c1ccc2c(c1)OCO2)C(O)c1ccccc1 (centres undefined)	2	-7	-2	1	2	-5	-3	8	1
Cc1onc(C(=O)NCc2ccc(F)cc2)c1[N+](=O)[O-]	4	-3	1	-9	3	-2	-1	-2	0
CCOC(=O)C1=CC[C@H]2c3c(c4ccccc4n3C)C(=O)C1N2S(=O)(=O)c1ccc(C)cc1	4	-3	-1	-2	x	1	-7	13	4
CCc1ccc(NC(=O)C(=O)NNC(=O)c2cccs2)cc1	5	3	4	7	2	-2	16	0	5
COc1ccc(C2NC(=O)C(C#N)=C(S)N2c2ccccc2)cc1OC (centres undefined)	5	-3	4	3	9	4	17	-1	-3
CCC(C)c1ccc(NC(=O)Nc2cnccn2)cc1 (centres undefined)	-1	-7	4	-6	-3	-4	5	-1	-5
NC(=O)c1ccccc1NC(=O)N1CCOCC1	5	1	7	10	3	2	-2	14	8
CC(=O)N/N=C/c1ccccc1OCCOc1cccc(C)c1	3	-3	5	15	-4	-2	16	-14	4
S=C(Nc1ccccc1Cl)N(Cc1ccccc1)Cc1cccnc1	2	7	5	-6	-6	-4	11	-1	0
O=C(COc1ccc(S(=O)(=O)N2CCCCC2)cc1)NC1CCCCC1	8	0	0	-4	-10	-2	-6	1	-1
CN(C(=O)CSc1nc2ccccc2o1)C1CCS(=O)(=O)C1 (centres undefined)	2	1	3	0	x	3	16	3	-2
COc1ccccc1CNC(=O)C(C)n1nc(C)c2c(C)n(-c3ccccc3)nc2c1=O (centres undefined)	0	7	6	-5	-4	1	4	-8	5
O=C(C1=C[C@H](C2CCCCC2)C[C@H](OCCCCO)O1)N1CCN(Cc2ccccc2)CC1	4	-5	-4	1	-2	4	29	-22	6

Next part:
SMILES	PAFAH1B2 FP inh	PAFAH2 inh	PAFAH1B3 FP inh	LYPLA2 counter	EBNA-1 inhibitor	LYPLA1 counter	PREPL inhibitor	ZTA DNA inh	pPAFAH FP inh
CCOc1ccc(/C=C2\SC(=S)N(C(C(=O)O)c3ccccc3)C2=O)cc1OC (centres undefined)	3	2	5	0	4	2	9	6	1
COc1ccc(-n2c(Cc3cccn3C)nnc2SCC(=O)NCc2ccccc2Cl)cc1	2	4	6	-1	5	-3	7	3	7
Cc1cccc(Nc2nc3ccccc3n3nnnc23)c1	3	2	2	-1	5	-5	-6	-4	7
COC(=O)Cn1c2ccc(OC)cc2c2nc(C)sc21	6	8	6	-1	5	1	-1	1	-4
CCCN(CC1CC1)C(=O)COC(=O)c1oc2c(F)cccc2c1C	-3	5	1	3	x	-1	-1	-5	0
Cc1ccc(S(=O)(=O)N2CCN(C(=O)c3cc4c(C)nn(-c5ccccc5C)c4s3)CC2)cc1	3	2	5	7	7	3	1	-6	3
O=C(Nc1nnc(-c2ccc(Cl)cc2)o1)C1=COCCO1	-1	-4	8	1	-2	0	10	-2	4
CCCCc1ccc(NC(=O)COc2ccc(C(=O)Nc3ccccc3OCC)cc2)cc1	-5	-2	1	4	-12	-2	2	-34	5
O=C(COc1ccc2ccccc2c1)N1CCN(C(=O)c2ccco2)CC1	-1	-5	-4	1	-4	-1	3	0	0
Cc1ccccc1NC(=O)Cc1nnc(NC(=O)Nc2ccccc2F)s1	0	-9	-3	-4	-1	0	-14	0	-7
O=C(O)CCCNC(=O)/C(=C\c1ccccc1F)NC(=O)c1ccccc1	-2	-4	12	-1	0	0	11	0	0
COc1ccc(C2=CC3=C(Br)C(=O)C(C)(OC(=O)C4CCCC4)C(=O)C3=CO2)cc1 (centres undefined)	7	13	4	0	17	-5	7	6	25*
CCC(NC(=O)CCc1c(C)c2cc3c(C)c(C)oc3cc2oc1=O)C(=O)N[C@@H](Cc1ccccc1)C(=O)O (some centres undefined)	3	20	7	12	-5	1	22	-14	7
CC(C)n1cc(NC(=O)C2CC(c3cccc(Br)c3)=NO2)cn1 (centres undefined)	2	-3	3	-8	9	-3	-2	12	6
COc1ccccc1C(=O)NCC(=O)OCC(=O)Nc1ccc2[nH]c(=O)[nH]c2c1	3	-5	3	-3	2	2	8	-7	39*
CC1CN(S(=O)(=O)c2ccc(C(=O)Nc3nc(-c4cc5ccccc5o4)cs3)cc2)CC(C)O1 (centres undefined)	-3	-12	-1	-3	14	-4	-8	-2	-1
COc1ccc(C2SCC(=O)N2Cc2ccccc2)cc1 (centres undefined)	9	0	7	-1	-7	3	-3	-12	5
